Source: PubChem
HTT aggregate: qHTS Multiplex Assay to Identify Dual Action Probes in a Cell Model of Huntington: Aggregate Formation (GFP); PC12 HttQ103-GFP aggregates, Acumen cytometry, 40 h; Potency, µM (doses to about 46.1 µM), for the others: top-dose activity change, negative = inhibition, usual class: inhibitors; 1.1% of 220,000 active; AID 1688, 2009; also: potency is read from the fitted curve at half-maximal effect; % is scaled to controls: 0 for no effect and ±100 for the full control effect; nearly all actives have a fitted effect of over 60% in size
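Ecdysone-promoter PC12 model expressing HTT exon 1 Q103 fused to GFP, induced by tebufenozide at 100 nM final. Compounds titrated; aggregates sized 1–25 µm scored on a 488 nm laser cytometer.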
aGlu spleen mod: qHTS Assay for Inhibitors and Activators of Human alpha-Glucosidase From Spleen Homogenate | human spleen homogenate, 4-MU-alpha-glucoside fluorescence | 0.006% of 240,000 active | Potency, µM (top dose mostly 79.9 µM), for inactives: top-dose activity change, negative = inhibition, most hits filed as inhibitors;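 also: potency is read from the fitted curve at half-maximal effect; 0% = enzyme with vehicle and -100% = no enzyme basal signal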
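AC50 values come from Hill-equation fits of concentration-response data, normalized to no-enzyme and full-activity controls. Enzyme source: 1 ug human spleen homogenate; 1 mM fluorogenic 4-MU glucoside, pH 5.0 citrate buffer, 37 C, 40 min.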
GAA inh: qHTS Assay for Inhibitors of Human alpha-Glucosidase as a Potential Chaperone Treatment of Pompe Disease | Lysosomal alpha-glucosidase (Homo sapiens), P10253 | 0.005% of 200,000 active | purified human GAA, 4-MU-alpha-glucoside fluorescence | Potency, µM (top dose mostly 76.9 µM), without a hit: at the top dose activity change, negative = inhibition, hits mostly inhibitors;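 also: potency is read from the fitted curve at half-maximal effect; plate controls were uninhibited enzyme wells for no effect and no-enzyme background for full effect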
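Read-out is 4-methylumbelliferone fluorescence (Ex 365/Em 440 nm) after NaOH/glycine stop at pH 10. Enzyme 4 nM, substrate 400 uM, pH 5.0 citrate buffer, 20 min room temperature; AC50 from Hill-equation concentration-response.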
Lamin A splicing: qHTS Assay for Modulators of Lamin A Splicing; HeLa LMNA splicing GFP/RFP minigene ratio, 48 h; Potency, µM (highest dose often 46.1 µM), for the others: at the top dose ratio change, negative = inhibition, actives largely listed as inhibitors; 0.01% of 200,000 active; active = well fitted inhibition curve with a large enough effect in the signal ratio, with a control signal flat, not every such curve was filed as active; inconclusive = small, poorly fitted or top-dose-only effect, or effect the other way, or a change in a side signal; the % refers to the signal ratio; also: potency is read from the fitted curve at half-maximal effect; % is scaled to controls: 0 for no effect and ±100 for the full control effect
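Read-out is the ratio of GFP to DsRed2 object intensity, acquired by 488 nm laser-scanning cytometry on HeLa lamin A-EGFP minigene reporter cells. Compound incubation 48 hrs at 37 °C in Opti-MEM with 2% FBS; DMSO 0.5% final.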
HTT cytoprotect: qHTS Multiplex Assay to Identify Dual Action Probes in a Cell Model of Huntington: Cytoprotection (ATP); 0.14% of 230,000 active; PC12 HTT-Q103 induced, cytoprotection, ATP luminescence, 40 h; AID 1471, 2008; Potency, µM (titrated, usually from 56.4 µM), inactives show cytoprotection (ATP increase), actives largely listed as activators;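 also: potency is read from the fitted curve at half-maximal effect; % of control where 0% means no effect; nearly all actives have a fitted effect of over 45% in size; toxic huntingtin expression switched on by the ecdysone agonist tebufenozide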
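PC12 cells stably carrying ecdysone-inducible Htt exon 1 (Q103)–GFP were induced with 100 nM tebufenozide (final) alongside library compounds in a dose series. Cytoprotection was scored as retained ATP by ATPlite luminescence.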
CBFb-RUNX1 inh: qHTS Assay for Compounds Blocking the Interaction Between CBF-beta and RUNX1 for the Treatment of Acute Myeloid Leukemia; Runt-related transcription factor 1 (Homo sapiens) + Core-binding factor subunit beta …; AlphaScreen CBFb-His/RUNX1-biotin binding, biochemical; Potency, µM (doses to about 59.8 µM), for inactives: at the top dose activity, negative = inhibition, most hits filed as inhibitors; 230,000 tested, under 10 active; AID 1477, 2009; also: % of control where 0% means no effect
Target sequence (Q01196 whole entry, looked up): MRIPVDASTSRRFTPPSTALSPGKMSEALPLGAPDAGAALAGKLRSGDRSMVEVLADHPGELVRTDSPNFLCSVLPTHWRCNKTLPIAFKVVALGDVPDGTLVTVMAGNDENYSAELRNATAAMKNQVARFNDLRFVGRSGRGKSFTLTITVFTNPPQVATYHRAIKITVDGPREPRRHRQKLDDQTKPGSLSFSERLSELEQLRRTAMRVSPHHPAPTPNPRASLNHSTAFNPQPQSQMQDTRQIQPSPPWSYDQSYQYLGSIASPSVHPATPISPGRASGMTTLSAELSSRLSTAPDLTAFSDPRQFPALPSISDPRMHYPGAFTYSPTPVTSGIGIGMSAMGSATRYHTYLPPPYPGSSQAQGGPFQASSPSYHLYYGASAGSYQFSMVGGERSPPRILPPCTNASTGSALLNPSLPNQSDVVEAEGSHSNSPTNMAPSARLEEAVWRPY
Target sequence (Q13951 whole entry, looked up): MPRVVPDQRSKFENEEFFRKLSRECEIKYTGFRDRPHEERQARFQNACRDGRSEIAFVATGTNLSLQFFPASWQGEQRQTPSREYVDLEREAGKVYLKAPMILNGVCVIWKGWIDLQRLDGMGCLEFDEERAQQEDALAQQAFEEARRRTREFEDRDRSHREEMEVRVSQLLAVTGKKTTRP
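Interaction loss through any mechanism counts as activity. Pre-formed complex of His-CBF-beta and biotin-RUNX1 (30 nM apiece) is incubated with compound 15 min, then with 50 ng nickel and 50 ng streptavidin beads for 90 min before AlphaScreen detection.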
GAA glycogen: qHTS Assay for Inhibitors and Activators of Human alpha-Glucosidase Cleavage of Glycogen; Lysosomal alpha-glucosidase (Homo sapiens), P10253; 0.38% of 300,000 active; recombinant GAA, glycogen substrate, Amplex Red glucose oxidase fluorescence; Potency, µM (highest dose often 76.4 µM), without a hit: top-dose activity change, negative = inhibition, actives largely listed as inhibitors;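 also: potency is read from the fitted curve at half-maximal effect; 0% = full enzyme reaction and -100% = no-enzyme basal signal; the screen sought inhibitors and activators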
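Natural-substrate format: glycogen cleavage by 4 nM human enzyme, glucose read by Amplex Red coupling (Ex 573, Em 610 nm). Normalized to enzyme and no-enzyme controls.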
An asterisk follows results filed as active; ? = inconclusive; . = not tested or not shown; [ ] = another dose, or the depositor's remark. Unless noted, calls follow the shape of the dose curve; as a rule, active = well fitted curve in the direction sought with a large enough effect; inconclusive = small, poorly fitted or top-dose-only effect, or another doubt; inactive = no such curve, though single readings can be large; an effect the other way counts as inactive or inconclusive.

SMILES	HTT aggregate	aGlu spleen mod	GAA inh	Lamin A splicing	HTT cytoprotect	CBFb-RUNX1 inh	GAA glycogen
COc1ccccc1C1CN=NC12CCCc1ccccc1C2=O (stereo not drawn)	8%	-6%	0%	18%	-7%	4%	5%
Cc1cc(C)c2nc(SCC(=O)N(C)C3CCS(=O)(=O)C3)cc(C)c2c1 (stereo not drawn)	28%	1%	?	?	3%	3%	-5%
S=c1[nH]nc(COc2ccc(Cl)cc2)n1C1CCCCC1	-5%	1%	-6%	-13%	-25%[10 µM]	-3%	-15%
O=c1sc(N2CCN(c3ccc(F)cc3)CC2)nc2ccsc12	-6%	2%	3%	5%	13%	2%	12%
CC(=O)Nc1ccc(S(=O)(=O)N2CCN(Cc3cccnc3)CC2)cc1	-10%	-10%	-9%	-13%	9%	4%	1%
COc1ccc(OC)c(S(=O)(=O)n2cccn2)c1	-5%	2%	0%	4%	-11%	1%	9%
CNc1nc2ccccc2n1/N=C/c1cccc(OC)c1OC	-2%	-7%	7%	4%	-40%[inhibitor]	3%	5%
O=C(O)CNC(=O)c1ccccc1Br	21%	0%	-5%	?	18%[10 µM]	17%	-3%
CC(=O)/C(C)=N/O	.	-9%	.	-20%	.	-14%	.
CCOc1ccc(CN2CCN(Cc3ccc(C)o3)CC2CCO)cc1 (stereo not drawn)	6%[9.22 µM]	-3%	12%	.	-4%[10 µM]	-1%	7%
CN(C)C(=O)c1ccc(-c2nc(NCc3cccs3)c3ccccc3n2)cc1	.	-5%	.	-5%	-18%	.	.
Cc1nc2c(C)cccn2c1/C(O)=C1\C(=O)C(=O)N(CCN2CCOCC2)C1c1cccs1 (stereo not drawn)	-12%	-8%	-5%	4%	-23%	0%	7%
CC1=C(C(=O)N2CCCC(C(=O)c3cccc4ccccc34)C2)OCCO1 (stereo not drawn)	-9%[9.22 µM]	3%	-7%	0%[46 µM]	3%[10 µM]	5%	17%
Cc1ccc(CC(=O)Nc2cccc([N+](=O)[O-])c2)cc1	-11%[9.22 µM]	-19%	-7%	-4%[46 µM]	-17%	4%	-2%
Cn1c(=O)c2c(ncn2CC(=O)OCC(=O)Nc2ccccc2)n(C)c1=O	10%	-4%	?	3%[46 µM]	25%[10 µM]	-2%	-6%

Reformatted with bars between the fields: part of the list above
Molecule | HTT aggregate | aGlu spleen mod | GAA inh | Lamin A splicing | HTT cytoprotect | CBFb-RUNX1 inh | GAA glycogen
Cc1cc(C)c2nc(SCC(=O)N(C)C3CCS(=O)(=O)C3)cc(C)c2c1 (stereo not drawn) | 28% | 1% | ? | ? | 3% | 3% | -5%
O=C(O)CNC(=O)c1ccccc1Br | 21% | 0% | -5% | ? | 18%[10 µM] | 17% | -3%
CC1=C(C(=O)N2CCCC(C(=O)c3cccc4ccccc34)C2)OCCO1 (stereo not drawn) | -9%[9.22 µM] | 3% | -7% | 0%[46 µM] | 3%[10 µM] | 5% | 17%
CN(C)C(=O)c1ccc(-c2nc(NCc3cccs3)c3ccccc3n2)cc1 | . | -5% | . | -5% | -18% | . | .
Cc1nc2c(C)cccn2c1/C(O)=C1\C(=O)C(=O)N(CCN2CCOCC2)C1c1cccs1 (stereo not drawn) | -12% | -8% | -5% | 4% | -23% | 0% | 7%

Additional structures:
SMILES	HTT aggregate	aGlu spleen mod	GAA inh	Lamin A splicing	HTT cytoprotect	CBFb-RUNX1 inh	GAA glycogen
CCCCn1c(O)c(N=NC(=O)c2ccco2)c2ccccc21	-14%	-2%	3%	7%	-10%[10 µM]	6%	3%
CC(=O)Nc1ccc(NC(=O)CSc2nc3nc(-c4cccs4)cc(C(F)(F)F)c3c(=O)[nH]2)cc1	18%[9.22 µM]	2%	.	.	-17%[10 µM]	15%	1%
CCN(C(=O)C(C)Cl)c1ccccc1 (stereo not drawn)	7%	0%	-13%	28%[46 µM]	-25%	?	-8%
CCOC(=O)N1CCN(c2cc(=O)n(-c3ccc(OCC)cc3)c(=O)[nH]2)CC1	6%	-2%	-1%	1%	12%	7%	-15%
N#C/C(=N\Nc1ccc(Cl)cc1)C(N)=S	-23%[9.22 µM]	-14%	.	.	-26%[10 µM]	-5%	?
COc1ccc(C(C)=O)cc1CSc1nc2ccccc2c(=O)n1-c1cccc(C)c1	15%	1%	-2%	5%	12%[10 µM]	-8%	-2%
Cc1cc2oc(=O)cc(CN3CCCCC3C)c2c(C)c1Cl (stereo not drawn)	-3%	2%	-10%	-1%	-7%	0%	6%
N#C/C(C(N)=O)=C1/SC=C(c2ccccc2)N1c1ccccc1	-13%[9.22 µM]	0%	.	.	-10%[10 µM]	6%	8%
C(=N\Nc1nc2ccccc2[nH]1)/c1ccc2c(c1)OCCO2	2%[9.22 µM]	1%	-9%	.	-21%[10 µM]	?	13µM*
Cc1ccc(C2CC(c3cccs3)=NN2S(=O)(=O)c2ccc(C)cc2)cc1 (stereo not drawn)	-10%	-3%	-7%	-6%	16%[10 µM]	4%	-5%
CCN(CC(=O)Nc1ccccc1SC)Cc1nc2ccccc2c(=O)[nH]1	22%[9.22 µM]	-4%	.	.	3%[10 µM]	3%	1%
O=C1C(O)CC2c3ccccc3CC3(CCCC3)N12 (stereo not drawn)	-23%	-5%	-11%[15.4 µM]	0%	-6%	5%	10%
COc1ccc2[nH]cc(C3N4CC5(C)CN3CC(C)(C4)C5=O)c2c1 (stereo not drawn)	-27%	-13%	6%	?	-9%[10 µM]	10%	2%
CCCCCCNC(=O)CC(NS(=O)(=O)c1ccc(NC(C)=O)cc1)C(C)C (stereo not drawn)	-5%	1%	-2%	?	13%	11%	4%
S=C(c1ccc(N2CCOCC2)cc1)N1CCOCC1	-4%	2%	-11%	10%	-17%[0.074 µM]	-6%	-6%
COC(=O)c1cc2nc(-c3ccccc3)cc(C)n2n1	-6%	-8%	5%	-20%	-22%	5%	0%
COc1ccc(N2C(=O)CSC2c2ccncc2)cc1 (stereo not drawn)	-6%	-6%	-1%	2%	3%	5%	2%
CCOC(=O)C1CCCN(CC(O)COc2ccccc2C(C)=O)C1 (stereo not drawn)	5%[1.84 µM]	8%	-4%	-4%	5%	10%	5%
C1=C(CCNC2=NCCCCC2)CCCC1	-8%	12%	-4%	8%	5%	1%	-23%
CC(Sc1nc(NCc2ccccc2)nc(N2CCOCC2)n1)C(=O)Nc1ccccc1 (stereo not drawn)	-26%	-6%	-4%	23%	-11%	6%	-1%
CCOC(=O)CSC1=C(C#N)C(c2sccc2C)CC(=O)N1 (stereo not drawn)	9%	0%	-3%	?	-48%[inhibitor]	4%	-6%
CCOC(=O)C1C(=O)OC2(CCOC(C)(C)C2)C1C(=O)OCC (stereo not drawn)	-18%	-12%	10%	9%	8%	4%	0%
COC(=O)Nc1ccc(S(=O)(=O)N2CCC(C(=O)NC3CCCCC3)CC2)cc1	9%	-3%	-15%	-22%[46 µM]	-13%	2%	-5%
CCCC(=O)Nc1ccc(Cl)c(NC(=O)c2cccnc2Cl)c1	-5%	0%	-9%	7%	-14%	2%	5%
O=c1cc(CNCCCO)c2ccccc2[nH]1	-15%	1%	14%	0%	-22%	-2%	10%
Cc1cc(C)nc(SCC(N)=O)n1	-9%[9.22 µM]	-4%	.	.	1%[10 µM]	1%	-5%
CN1CCCN(S(=O)(=O)c2cccc(Cl)c2Cl)CC1	-8%	10%	-2%	?	-7%[10 µM]	17%	-6%
Cc1ccccc1OCCN1C(=O)NC2(CCCc3ccccc32)C1=O (stereo not drawn)	?	-5%	-4%	-2%	?	8%	-7%
O=S(=O)(Nc1ccc(S(=O)(=O)Nc2ccccc2)cc1)c1ccccc1	10%	-4%	-10%	3%	-16%	-2%	-9%
Cc1ccc(NC(=O)CN(C)C(=O)CSc2nc(C)cs2)cc1	-9%	-4%	-7%	2%[46 µM]	0%	-3%	3%
COc1ccccc1/C=C1\SC(=S)N(CCC(=O)NC2=NCCS2)C1=O	20%	2%	-3%	6%	.	-14%	0%
Cc1cccc(-c2cc3c(nn2)-c2ccccc2C3=O)c1	12%	3%	2%	1%	-79%[inhibitor]	2%	4%
Cc1nc2ncnn2c(C)c1CCC(=O)O	-22%	-3%	-5%	3%	2%	6%	-2%
COc1ccc2cc(C(=O)C3CCCN(Cc4ccccn4)C3)ccc2c1 (stereo not drawn)	-12%[9.22 µM]	-2%	8%	14%[46 µM]	-1%[10 µM]	-3%	14%
c1ccc2c(c1)NC(CN1CCOCC1)CO2 (stereo not drawn)	16%	5%	4%	-3%	16%[10 µM]	1%	?
CC(=O)Nc1cccc(OC(=O)COc2ccc(Br)cc2)c1	0%	6%	-11%	-8%	.	4%	-12%
COCCn1c(SCC(=O)N2CCCc3ccccc32)nnc1-c1ccoc1C	3%	-2%	1%	-1%	-4%[10 µM]	8%	1%
CCOC(=O)CNC(=O)CSc1nc2cccnc2n1CC	3%	-7%	-2%	-4%	2%[1.9 µM]	12%	4%
Cc1ccc(-c2nc3ncccc3o2)cc1NC(=O)COc1ccccc1	0%	-5%	-3%	6%	-9%[10 µM]	1%	8%
Cn1cc(Br)c(C(=O)NNC(=O)c2ccc(Br)cc2)n1	-17%	-1%	-4%	-11%	2%[10 µM]	-1%	-2%
CC(C)(C)C(=O)/C(=C/c1ccncc1)n1cncn1	?	1%	2%	.	?	2%	22%
CCCCOc1ccc(C(C)NC(=O)CCS(=O)(=O)Cc2ccc(Cl)cc2)cc1 (stereo not drawn)	5%	5%	-2%	-5%	6%[10 µM]	-2%	-5%
CN(CC(=O)NNC(=O)c1cccnc1)S(=O)(=O)c1cc(Cl)ccc1Cl	?	-2%	-3%	.	-2%[10 µM]	4%	-10%
O=C(NC1CCCCCCC1)C1c2ccccc2C(=O)N1Cc1ccco1 (stereo not drawn)	-6%	-2%	0%	5%	-30%	3%	6%
NCCc1nnc(SCc2ccccc2)o1	-12%	-1%	-12%	2%	4%	4%	-1%
CC12CCC(CC1=O)C2(C)C (stereo not drawn)	.	3%	.	.	2%	6%[21.7 µM]	.
